b-catenin transl – modulators of beta-catenin nuclear translocation; HeLa beta-catenin nuclear translocation, immunofluorescence imaging; nuclear translocation activity, % at 5 µM; 0.3% of 190,000 active; AID 1665;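 active means nuclear translocation activity above 50% at 5 µM, with a well cell count of 50 or more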;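 further: per-cell ratio of nuclear to cytoplasmic median beta-catenin stain intensity; plate controls were DMSO negative control for no effect and GSK-3 inhibitor IX positive control for full effect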
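Test system: human HeLa cells, endogenous beta-catenin. Times: 24 h compound exposure, 37°C. Measured by: beta-catenin immunofluorescence imaging with DAPI.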
MT stabilizer – microtubule stabilizers in HeLa cells | HeLa tubulin immunostaining HCS, 24 h; share of cells brighter than vehicle mean+2SD | % tubulin-high responders, % at 10 µM | 0.83% of 200,000 active | AID 2205;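 active means plate Z-score above 3 for both tubulin-high and condensed-nucleus cell shares, with cell loss under 80%, at 10 µM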;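 further: anti alpha tubulin signal scored within the nucleus-defined area of each cell; some results filed as inactive read as strong as hits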
Dynein cargo inh – dynein cargo transport inhibition; 3617.4 mouse cells, GR-EGFP nuclear translocation imaging; test concentration mostly 20 µM; stimulated with dexamethasone, 1 µM; stronger effect = lower value; z-score, hits read low; 0.47% of 220,000 active;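 active means plate z-score of nuclear minus cytoplasmic receptor signal below a set negative limit, without overly bright fluorescence or cell loss, cut at about -3.5 in these data, passing the limit was not always enough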;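 further: z-score of nuclear minus cytoplasmic ring GR-EGFP intensity difference per well; some compounds called inactive have numbers as strong as hits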
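Medium: Induction medium lacking tetracycline, stripped serum | Probe or stimulus: 1.0 µM final dexamethasone stimulus | Schedule: 48 h induction, then 1 h compound, then 30 min agonist, 37 °C | Signal: Automated 10x imaging of fixed Hoechst-stained cells | Evaluation: Per-cell GR-EGFP intensity, nucleus versus surrounding cytoplasmic ring, well-averaged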
T cell HTS – modulates CD8 T cell binding to vesicles | 2C CD8+ T cell-vesicle binding, flow cytometry; stronger effect = lower value | calls only at 7 µM | 0.068% of 330,000 active;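 active means response, share of CD8 T cells binding vesicles, and their 90th percentile fluorescence all below set limits, cut at about 80% in these data, passing the limit was not always enough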
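material = purified 2C TCR transgenic mouse naive CD8+ T cells | controls = Unloaded micro-vesicles (low), QL9 vesicles with 0.7% DMSO (high) | detection = cytometric PE anti-B7-1 and Alexa647 anti-CD8 signals after 1% paraformaldehyde fixation | incubation = binding step 1.5 h, 37 °C, antibody labelling 20 min, ice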
Hep lipid drop – modulators of hepatic lipid droplet formation | AML12 mouse hepatocytes, oleate lipid droplets, BODIPY imaging | inhibition, % at 6.5 µM | 0.4% of 240,000 active;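 active means lipid droplet intensity inhibited by at least 50%, with more than 500 cells counted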
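Assay system: AML12 hepatocytes (mouse); Probe or stimulus: oleic acid at 100 µM to induce lipid droplet formation; Dosing: compound at 6.5 µM only; Schedule: compound with oleate, overnight; Detection: fluorescence imaging, 20x objective, two fields per well; Measure: % inhibition of lipid droplet signal.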
Salmonella PhoP GFP – PhoP-dependent GFP reporter repression – Salmonella Typhimurium, primary screen (AID 1863). S. Typhimurium PhoP-regulated promoter GFP reporter, 4 h; higher % means a stronger effect. inhibition, % at 50 µM; hits with a dose series show IC50 in µM. 0.16% of 300,000 active;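 active means inhibition over 29.93%, a cutoff 3 SD above the screen mean, later confirmed by dose response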;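 further: 0% = low Mg2+ inducing control and 100% = high Mg2+ repressing control; strong numbers were not always called active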
Ins promoter up – MIN6 insulin promoter up-regulation | MIN6 insulin promoter-GFP reporter, high-content imaging; stronger effect = higher value | z-score at 5 µM | 0.3% of 190,000 active;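 active means z-score above 3 at 5 µM with at least 500 cells counted in the well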
ER stress rescue – protection against thapsigargin-triggered cell killing – 384-well, CSM14.1, ATP luminescence, primary screen (AID 1222). CSM14.1 thapsigargin-induced death rescue, ATP luminescence; higher % means a stronger effect. cellular ATP content (survival), % at 20 µM, or EC50 in µM where a hit was titrated. 190,000 tested, under 10 active;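 active means EC50 below 50 µM in the dose-response confirmation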;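 further: death triggered by thapsigargin at about 15 µM added after 2 h compound pretreatment; cell ATP read after overnight thapsigargin exposure of roughly 18 to 22 hours; normalized against plate controls of thapsigargin alone and 5% DMSO vehicle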
Autophagy HCS – modulators of autophagy | MEF GFP-LC3 puncta imaging; test concentration mostly 10 µM | calls only at 10 µM (by protocol) | 0.98% of 190,000 active | AID 463193;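 active means percentage of spot-positive cells more than 3 SD above its plate mean, without a fluorescence outlier flag or 80% toxicity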;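 further: spot-positive cell cutoff set from DMSO-treated cells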
Dynein cargo inh cytoplasmic EGFP – also measured in Dynein cargo inh; calls as there; z-score; measured here: cytoplasmic GR-EGFP intensity; stronger effect = higher value
Dynein cargo inh nuclear GR-EGFP – second read-out of Dynein cargo inh, no call of its own (marks repeat the call); z-score; measured here: nuclear GR-EGFP intensity;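 lower value marks the stronger effect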
Dynein cargo inh cell count – also measured in Dynein cargo inh; calls as there; z-score; measured here: cell count per field
Ins promoter up cell count – recorded beside Ins promoter up, whose call it bears; cell count; measured here: cytotoxicity, nuclei count;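 total cells summed across four imaged fields per well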
Hep lipid drop cells 6.5 µM – recorded beside Hep lipid drop, whose call it bears; cell count; measured here: cell count, cytotoxicity flag;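 cells counted across two imaged fields per well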
b-catenin transl cell count 5 µM – recorded beside b-catenin transl, whose call it bears; cell count; measured here: cell count, cytotoxicity flag
T cell HTS vesicle-bound % – further read-out of T cell HTS, marked with its call; double positive events, %; measured here: CD8+ vesicle-bound cell fraction;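 binding gate set so that unloaded-vesicle control wells show 10% double positive cells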
MT stabilizer Hoechst-high % – second read-out of MT stabilizer, no call of its own (marks repeat the call); % Hoechst-high responders; measured here: nuclear condensation Hoechst responders;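 share of cells brighter than vehicle mean plus two SD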
MT stabilizer cytotoxicity % – recorded beside MT stabilizer, whose call it bears; toxicity, %; measured here: cytotoxicity by cell density;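 0% = mean cell density of plate MIN control wells and 100% = no cells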
Autophagy HCS cell loss 18 h – second read-out of Autophagy HCS, no call of its own (marks repeat the call); toxicity, %; measured here: cell loss, nuclei count;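 cell loss after 18 h compound exposure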
* hit, by the source's call; i = inactive; / = no result given.

compound,b-catenin transl,b-catenin transl cell count 5 µM,MT stabilizer,MT stabilizer Hoechst-high %,MT stabilizer cytotoxicity %,Dynein cargo inh,Dynein cargo inh cytoplasmic EGFP,Dynein cargo inh nuclear GR-EGFP,Dynein cargo inh cell count,T cell HTS,T cell HTS vesicle-bound %,Hep lipid drop,Hep lipid drop cells 6.5 µM,Salmonella PhoP GFP,Ins promoter up,Ins promoter up cell count,ER stress rescue,Autophagy HCS,Autophagy HCS cell loss 18 h
CC1CCCCN1CC(=O)Nc1ccc(N2CCCCCC2)cc1 (stereo unspecified),0.5,1585,2.2,1.6,1.9,0.97,-0.273,0.668,-0.532,i,17.6,1.4,441,1.7%,0.67,1297,1.3%,i,5.2
COC(=O)C1=C(C)N=C2SC(C)C(=O)N2C1/C=C/c1ccccc1OC (stereo unspecified),-1.5,1456,6.1,3.3,9.0,-0.0847,0.0415,0.63,-0.0312,i,48.1,/,/,7.2%,-0.39,1491,-2.4%,i,2.8
CCCCCn1c(=O)c(C(=O)OCC)c(Cl)c2ccccc21,0.2,1336,/,/,/,-1.73,0.39,-0.748,1.17,i,25.8,1.2,780,-12.9%,-1.05,1056,/,/,/
Cc1ccc(S(=O)(=O)N[C@@H](CC(C)C)C(=O)NCc2ccco2)cc1,-5.0,1017,2.1,1.7,6.0,-0.388,-0.149,-0.283,0.341,i,34.8,/,/,-11.3%,-0.2,1190,-0.3%,i,2.0
COC(=O)c1cccc(NC(=O)CSc2nnc(C)n2Cc2ccccc2)c1,-6.5,988,3.1,3.3,15.2,1.3,-0.235,0.828,0.185,i,12.4,/,/,0.4%,-1.16,1199,2.2%,i,6.4
Cc1ccc(S(=O)(=O)c2nc(Nc3nccs3)sc2Cl)cc1,/,/,3.7,2.1,5.1,-0.558,-0.17,-0.0341,0.664,i,35.1,18.2,768,12.8%,-0.5,875,-0.5%,i,3.0
Clc1cccc(CSC2=NCCCN2)c1,-2.4,1236,3.7,2.3,6.2,-0.099,-0.244,-0.245,0.489,i,13.5,-10.7,742,3.3%,-0.32,1328,0.2%,i,-5.2
NS(=O)(=O)c1ccc(-c2ccc(/C=C3\SC(=S)N(C4CCS(=O)(=O)C4)C3=O)o2)cc1 (stereo unspecified),-1.0,1251,/,/,/,-1.15,-0.05,0.181,0.946,i,11.5,4.9,718,-15.7%,-0.72,1077,/,/,/
O=C(Cc1cccs1)NCc1ccc(F)cc1,/,/,2.8,1.6,8.5,0.119,-0.211,0.267,1.02,i,18.7,-12.7,636,14.2%,0.03,1140,/,i,5.1
CCOc1ccc(NC(=O)CCS(=O)(=O)c2ccc3c(c2)CCCN3C(=O)CC)cc1,/,/,2.3,1.3,9.7,0.742,-0.322,0.245,-0.681,i,12.5,-3.5,805,4.7%,-0.22,844,-1.0%,i,3.4
O=C(c1ccc(N2CCN(C3CC(=O)N(Cc4cccs4)C3=O)CC2)cc1)c1cccnc1 (stereo unspecified),1.0,936,1.3,1.5,2.3,-0.894,-0.221,-0.297,0.0326,i,50.4,2.9,646,4.0%,0.01,1540,-0.9%,i,-17.6
CCc1nnc(NC(=O)CN2C(=O)CCC2=O)s1,/,/,3.3,1.6,5.5,0.25,-0.212,0.209,-0.217,i,42.7,-13.9,667,0.7%,-0.62,1357,-2.0%,i,-4.9
O=C(Cn1ncc2c1-c1ccccc1OC2)Nc1cccc(Cl)c1,/,/,4.4,1.3,9.1,-0.611,-0.262,-0.349,0.669,i,13.2,/,/,-3.0%,-0.4,936,-1.1%,i,5.7
CC(C)=CCc1c2c(c3occ(-c4ccc(O)cc4)c(=O)c3c1O)C=CC(C)(C)O2,-1.2,1082,69.2,3.8,64.0,0.622,0.119,0.442,-1.03,i,34.6,24.9,675,0.1%,-0.05,1256,-5.4%,i,10.3
CC(C)Oc1cccc(C(=O)NC(=S)Nc2ccc(N3CCN(C)CC3)cc2)c1,-2.9,1108,/,/,/,0.495,-0.201,0.243,-0.122,i,48.0,-8.8,611,-2.3%,-0.32,1359,/,/,/
Cc1nc(C(=O)NCCC(C)C)sc1C1(C)CC(c2ccccc2)=NO1 (stereo unspecified),-0.5,1393,/,/,/,0.261,-0.813,0.184,-0.0908,i,6.0,-13.4,654,-5.7%,1.1,705,/,/,/
NS(=O)(=O)c1ccc(CNC(=O)c2scc3c2CCCC3)cc1,-0.4,1100,3.4,3.4,4.0,-0.717,-0.279,0.00474,-0.38,i,55.4,17.6,707,1.7%,-1.74,1341,-12.3%,i,-1.1
N/C(=N\OC(=O)c1ccc(Cl)cc1)c1ccc(Cl)cc1,-1.5,1027,1.1,1.8,4.6,/,/,/,/,i,44.6,-1.6,749,4.2%,0.64,1025,-2.8%,i,-4.9
CC1CCc2[nH]c3ccc(C(=O)NCCCOC(C)C)cc3c2C1 (stereo unspecified),0.9,1073,2.0,2.1,7.8,0.00409,-0.213,0.839,-1.18,i,5.5,-6.6,703,-3.7%,-0.59,1201,-1.0%,i,0.6
O=c1[nH]c(CN2CCN(S(=O)(=O)/C=C/c3ccccc3)CC2)nc2ccccc12,-1.5,1154,7.2,2.8,7.5,-0.765,-0.301,0.111,0.406,i,59.7,0.1,708,-10.6%,-0.14,1358,2.0%,i,8.2
Cc1cc(C)cc(NC(=O)N2CCC(c3nc4ccccc4o3)CC2)c1,-0.2,1040,2.2,0.8,29.2,-0.621,-0.241,-0.423,-0.0283,i,9.1,-3.5,689,18.0%,-0.41,1248,/,i,-3.8
O=C(c1ccccc1)N1CCN(CC(O)COC2CCCCC2)CC1 (stereo unspecified),-1.2,1155,6.0,1.9,3.7,0.579,-0.258,0.326,0.231,i,54.2,7.1,708,1.2%,-0.28,1476,1.9%,i,18.6
COc1ccc(-c2cn3c(C)c(C(=O)Nc4ccncc4)sc3n2)cc1,/,/,1.4,4.6,6.3,-0.418,-0.246,-0.0973,0.396,i,51.6,/,/,-3.9%,1.31,739,0.2%,i,8.5
COc1ccc(/C=C/C(=O)Nc2ccccc2C)cc1S(=O)(=O)N1CCOCC1,0.7,1389,/,/,/,0.775,-0.695,0.24,-1.2,i,44.7,-0.2,721,/,0.03,615,/,/,/
Cc1cccc(CCNS(=O)(=O)c2ccc3c(c2)n(C)c(=O)c(=O)n3C)c1,/,/,4.9,3.3,7.0,-0.957,1.43,-0.207,0.62,i,41.9,/,/,5.0%,0.55,902,-0.9%,i,6.3
O=C(CSCCO)Nc1cccc2ccccc12,/,/,1.7,1.5,2.9,0.822,-0.21,0.778,-0.375,i,38.3,/,/,7.8%,-0.64,909,-0.8%,i,-17.3
Cc1c(C(=O)Nc2ccc3oc(-c4cccnc4)nc3c2)oc2ccccc12,1.9,1339,7.2,1.9,0.4,-0.335,-0.194,-0.132,0.203,i,35.7,/,/,-5.2%,2.46,1435,7.1%,i,-13.7
CC1Cc2ccccc2N1Cc1nc2cc(C(F)(F)F)ccc2c(=O)[nH]1 (stereo unspecified),/,/,2.8,2.2,11.7,-0.803,-0.132,-0.558,-0.0541,i,42.7,/,/,4.7%,/,/,-0.8%,i,9.4
COc1ccc(-n2c(SCC(=O)N3CCOCC3)nnc2C(C)N2CCCCC2)cc1 (stereo unspecified),0.4,1279,/,/,/,-0.139,-0.198,0.564,-0.786,i,56.9,-0.5,687,-1.3%,0.12,1082,/,/,/
Cn1c(=O)c(C(=O)Nc2ncccn2)c(O)c2ccccc21,-3.5,910,3.3,2.2,5.0,-1.16,-0.0782,0.103,0.516,i,56.0,/,/,3.3%,/,/,-3.2%,i,9.1

(list continues)
compound,b-catenin transl,b-catenin transl cell count 5 µM,MT stabilizer,MT stabilizer Hoechst-high %,MT stabilizer cytotoxicity %,Dynein cargo inh,Dynein cargo inh cytoplasmic EGFP,Dynein cargo inh nuclear GR-EGFP,Dynein cargo inh cell count,T cell HTS,T cell HTS vesicle-bound %,Hep lipid drop,Hep lipid drop cells 6.5 µM,Salmonella PhoP GFP,Ins promoter up,Ins promoter up cell count,ER stress rescue,Autophagy HCS,Autophagy HCS cell loss 18 h
Cn1cc(CNC(=O)c2cc(-c3ccccc3)nc3ccc(Br)cc23)cn1,-0.6,528,6.0,2.6,4.5,0.397,-0.118,1.47,-1.04,i,57.8,7.7,764,-15.9%,-0.37,1057,-3.4%,i,-0.1
CCn1ncc(/C=N/O)c1C,-3.0,1192,2.4,1.6,6.1,0.0764,-0.324,0.121,0.682,i,17.1,-3.2,807,-15.4%,0.39,839,1.8%,i,0.0
COc1ccccc1N(CC(=O)NCC(C)C)S(=O)(=O)c1cccs1,-3.5,548,1.9,2.5,3.4,-0.333,-0.304,-0.118,0.00871,i,18.6,-17.7,628,-15.2%,-0.06,1418,-0.2%,i,2.3
Cc1ccccc1-n1cc(-c2ccc(Br)cc2)nc1SCC(N)=O,0.5,1330,/,/,/,-0.0433,-0.27,-0.321,0.344,i,50.0,-3.2,622,-0.6%,-0.76,1091,/,/,/
CCCc1cc(=O)[nH]c(SCc2csc(-c3ccccc3)n2)n1,-5.0,544,2.0,2.3,6.7,-0.801,-0.325,-0.709,0.89,i,37.3,32.4,690,-7.0%,0.26,1478,0.7%,i,-1.2

High-throughput results: PubChem, several laboratories
